GPR55 LPI antagonism – GPR55 antagonists blocking LPI-driven arrestin recruitment, primary screen, imaging, U2OS, beta-arrestin-GFP, LPI agonist (AID 2013); U2OS GPR55 beta-arrestin-GFP translocation imaging, LPI antagonism; higher % means a stronger effect; inhibition, % at 10 µM; hits with a dose series show IC50 in µM; actives 0.13% (n = 290,000);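 active means spots per cell inhibited over 60%, with over 100 cells counted and total cytoplasm intensity under 500,000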;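 further: U2OS cells stably carrying GPR55 and arrestin-GFP stimulated by 5 µM LPI near EC80; imaged beta-arrestin-GFP aggregate spots per cell after agonist stimulation; plate controls were LPI-stimulated DMSO wells for no effect and DMSO wells without LPI for full effect; some results filed as inactive read as strong as hits; confirmed hits need IC50 under 10 µM and bright autofluorescent wells are also inconclusive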
West Nile antiviral – West Nile virus antiviral activity, cell-based, CPE readout (AID 1621); West Nile virus-infected cells, CPE inhibition; higher % means a stronger effect; one-dose CPE inhibition, % at 10 µM; IC50 in µM for titrated hits; actives 0.02% (n = 290,000); in the data active means a potency from the dose series; further: strong numbers were not always called active
KOR beta-arrestin-1 – kappa opioid receptor blockers – cell-based, luminescence, uHTS (AID 1778). KOR beta-arrestin recruitment, luminescence, antagonist mode; higher % means a stronger effect. inhibition, % at 10 µM, or IC50 in µM where a hit was titrated. actives 0.091% (n = 290,000); in the data active means inhibition above about 50%; further: strong numbers were not always called active
Dengue-2 NS5 capping – flavivirus cap methylation enzyme inhibition – biochemical, confirmation dose response, primary screen (AID 588689). Dengue-2 NS5 methyltransferase capping enzyme assay, biochemical; higher % means a stronger effect. inhibition, % at 25 µM, or IC50 in µM where a hit was titrated. actives 0.3% (n = 340,000); in the data active means a potency from the dose series
GPR55 beta-arrestin – selective activators of receptor GPR55 – imaging, U2OS cells, beta-arrestin-GFP redistribution, primary screen (AID 1961). activation, % at 10 µM; hits with a dose series show EC50 in µM. U2OS GPR55 beta-arrestin-GFP redistribution imaging; higher % means a stronger effect. actives 0.048% (n = 290,000);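 active means activation above 40% with more than 50 cells counted in the well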;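 further: U2OS osteosarcoma cells stably expressing GPR55 and beta-arrestin-GFP; plate controls were DMSO negative control for no effect and LPI positive control for full effect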
GPR35 antagonists – inhibition of zaprinast-stimulated GPR35 beta-arrestin translocation – imaging, U2OS, beta-arrestin-GFP, zaprinast agonist, primary screen (AID 2058); U2OS GPR35 beta-arrestin-GFP translocation imaging, zaprinast antagonism; higher % means a stronger effect; one-dose inhibition, % at 10 µM; IC50 in µM for titrated hits; actives 0.052% (n = 290,000);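 active means inhibition of at least 50% with at least 30 cells and total cytoplasm GFP at most 10,000,000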
HIV fusion peptide – cell-free HIV fusion peptide-binding blockers – biochemical, uHTS, fluorescence dequenching, primary screen (AID 1986); inhibition, % at 20 µM; hits with a dose series show IC50 in µM; actives 0.3% (n = 290,000); cell-free peptide binding, fluorescence dequenching, 30 min; higher % means a stronger effect; in the data active means inhibition mostly above about 52%, no sharp cut-off; inactive means mostly below about 76%; further: some results filed as inactive read as strong as hits
NOD1 inhibition – NOD1 signaling inhibitors, primary screen, cell-based, luminescence, uHTS (AID 1578). NOD1-driven NF-kB luciferase reporter cells, luminescence; higher % means a stronger effect. inhibition, % at 4 µM; hits with a dose series show EC50 in µM. actives 1% (n = 290,000); in the data active means inhibition mostly above about 36%, no sharp cut-off; inactive means mostly below about 34%;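 further: HEK-293T reporter cells stimulated with the NOD1 agonist gamma-tri-DAP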
KOR beta-arrestin-2 – kappa opioid receptor activators – cell-based, luminescence, uHTS, primary screen (AID 1777) | KOR beta-arrestin recruitment, luminescence; higher % means a stronger effect | activation, % at 10 µM; hits with a dose series show EC50 in µM | actives 0.02% (n = 280,000); in the data active means activation above about 50%, passing the limit was not always enough; further: a part of the inactive calls stands beside numbers as strong as those of hits
Dengue-2 NS5 capping pilot replicate – second read-out of Dengue-2 NS5 capping, no call of its own (marks repeat the call); inhibition, %; measured here: pilot screen replicate inhibition
Numbers without * were called inactive; / = no result given; [ ] = dose if it differs, or a comment. This is a subset (hit frequency here may not be typical).

The first 2 entries, to show the layout:
SMILES	GPR55 LPI antagonism	West Nile antiviral	KOR beta-arrestin-1	Dengue-2 NS5 capping	GPR55 beta-arrestin	GPR35 antagonists	HIV fusion peptide	NOD1 inhibition	KOR beta-arrestin-2	others
CCCCNC(=S)NC(=O)c1ccc(Cl)cc1Cl	-4%	0.3%	6%	1%	-0.1%	18%	-2.4%	26%	1.9%
CC(C)c1ccc(S(=O)(=O)N2CCC3(CC2)OCCO3)cc1	0%	0.0%	-21%	-8%	-0.2%	-4%	1.3%	-26%	2.5%

All compounds of this part, previewed entries included:
SMILES	GPR55 LPI antagonism	West Nile antiviral	KOR beta-arrestin-1	Dengue-2 NS5 capping	GPR55 beta-arrestin	GPR35 antagonists	HIV fusion peptide	NOD1 inhibition	KOR beta-arrestin-2	others
CCCCNC(=S)NC(=O)c1ccc(Cl)cc1Cl	-4%	0.3%	6%	1%	-0.1%	18%	-2.4%	26%	1.9%
CC(C)c1ccc(S(=O)(=O)N2CCC3(CC2)OCCO3)cc1	0%	0.0%	-21%	-8%	-0.2%	-4%	1.3%	-26%	2.5%
Nc1c(-c2ccc(Cl)cc2)nnn1-c1ccccc1	4%	-0.7%	-29%	3%	-0.2%	22%	-0.3%	-31%	0.6%
CCOc1ccc(CSCCNC(=S)Nc2ccccc2)cc1	12%	-1.7%	15%	3%	-0.1%	-4%	1.7%	-4%	-1.7%
CCn1c(SCC(=O)Nc2ccc3c(c2)OCO3)nc2ccccc21	5%	-0.9%	-40%	1%	0.5%	-4%	-0.7%	-1%	-1.1%
Cc1nc(C(N)=O)nc2ccccc12	10%	-0.2%	-16%	1%	0.7%	8%	-0.6%	2%	-4.4%
NC(=O)COc1ccc(-c2noc(COc3ccccc3[N+](=O)[O-])n2)cc1	-6%	-0.1%	1%	-2%	-0.1%	2%	-1.5%	-30%	-1.7%
CCc1cc2c(SCC(=O)c3cccs3)ncnc2s1	-3%	-0.9%	29%	-4%	0.2%	6%	1.8%	-45%	1.2%
O=C(Cn1c(-c2cscn2)nc2ccccc21)Nc1cc(F)ccc1F	30%	-0.9%	/	-17%	0.3%	6%	-3.2%	-4%	/
O=C(CCSc1ccccc1)Nc1nc2c(s1)CCCC2	10%	-1.8%	14%	-1%	-0.2%	-3%	-3.3%	-50%	/
O=C(Nc1nnc(CCS(=O)(=O)c2ccc(Br)cc2)s1)c1ccc([N+](=O)[O-])cc1	21%	0.3%	-12%	-4%	-0.1%	3%	-1.9%	-9%	4.5%
O=C(CCc1nc2ccccc2c(=O)[nH]1)NCc1ccco1	-16%	0.8%	-9%	-2%	-0.3%	6%	-1.5%	-14%	-3.3%
O=C(COC(=O)CCNS(=O)(=O)c1cccc(C(F)(F)F)c1)NC(=O)NC1CCCCC1	-9%	-0.2%	10%	-3%	0.6%	-21%	2.4%	-10%	2.1%
COCC(=O)OCC(=O)Nc1cc([N+](=O)[O-])ccc1Cl	-2%	0.2%	21%	-14%	0.0%	0%	1.4%	-17%	-3.7%
COc1ccc(CC(=O)N[C@@H](C)C(=O)N2CCC3(CC2)NCCc2[nH]cnc23)cc1	0%	0.0%	-38%	-4%	-0.1%	9%	2.7%	4%	-1.1%
CCN1CCCC1CNC(=O)C1CCN(C(=O)c2cc3sccc3n2Cc2ccc(F)cc2)CC1 (stereo unspecified)	4%	1.8%	-13%	-2%	0.1%	2%	2.1%	-27%	-3.0%
O=C(c1cccs1)N1CCc2c([nH]c3ccccc23)C1c1ccccn1 (stereo unspecified)	2%	-0.3%	-26%	1%	0.4%	2%	1.9%	-16%	2.9%
Cc1cccc2sc(N(CCN(C)C)C(=O)c3ccc4ccccc4c3)nc12	-5%	0.0%	-7%	-5%	0.6%	-5%	-1.8%	-17%	1.4%
COCCC1CCCCN1C(=O)c1ccc2nc(Cc3ccccc3F)oc2c1 (stereo unspecified)	10%	-0.9%	2%	1%	0.0%	7%	-0.8%	-29%	1.4%
C=C1C2(C(=O)NCc3ccco3)CCC(C2)C1(C)C (stereo unspecified)	9%	-0.2%	32%	4%	0.9%	8%	-0.5%	-4%	-4.3%
CCC(=S)/C=C1\Sc2ccccc2N1CCCS(=O)(=O)O	4%	0.9%	-61%	3%	0.0%	2%	2.0%	-17%	9.2%
C/C=C\C=C/C(=O)Nc1cccc(C2=NOC3(C2)C[C@@H](C(N)=O)N(C(=O)COc2ccc(Cl)cc2)C3)c1 (stereo partly specified)	-16%	-0.7%	39%	-7%	-0.1%	10%	4.0%	11%	1.5%
CCOc1ccccc1NC(=O)COC(=O)Cc1ccc(-c2ccccc2)cc1	-8%	-0.6%	22%	-4%	-0.1%	0%	3.0%	-19%	4.6%
O=C1CC(c2ccccc2)c2c(O)cc(O)cc2O1 (stereo unspecified)	9%	-0.1%	-35%	-5%	-0.2%	-18%	-0.4%	2%	-1.1%

Ordered by SMILES length (highest first): four of the compounds above.
SMILES	GPR55 LPI antagonism	West Nile antiviral	KOR beta-arrestin-1	Dengue-2 NS5 capping	GPR55 beta-arrestin	GPR35 antagonists	HIV fusion peptide	NOD1 inhibition	KOR beta-arrestin-2	others
NC(=O)COc1ccc(-c2noc(COc3ccccc3[N+](=O)[O-])n2)cc1	-6%	-0.1%	1%	-2%	-0.1%	2%	-1.5%	-30%	-1.7%
O=C(c1cccs1)N1CCc2c([nH]c3ccccc23)C1c1ccccn1 (stereo unspecified)	2%	-0.3%	-26%	1%	0.4%	2%	1.9%	-16%	2.9%
O=C1CC(c2ccccc2)c2c(O)cc(O)cc2O1 (stereo unspecified)	9%	-0.1%	-35%	-5%	-0.2%	-18%	-0.4%	2%	-1.1%
CCCCNC(=S)NC(=O)c1ccc(Cl)cc1Cl	-4%	0.3%	6%	1%	-0.1%	18%	-2.4%	26%	1.9%

Remaining list, next part
SMILES	GPR55 LPI antagonism	West Nile antiviral	KOR beta-arrestin-1	Dengue-2 NS5 capping	GPR55 beta-arrestin	GPR35 antagonists	HIV fusion peptide	NOD1 inhibition	KOR beta-arrestin-2	others
Oc1ccc(N2CCN(c3ccnc4cc(Cl)ccc34)CC2)cc1	4%	0.0%	-35%	-10%	-0.2%	0%	-3.1%	-8%	-3.7%
O=C(NCCC1=CCCCC1)C1CCN(S(=O)(=O)c2cccc3nsnc23)CC1	7%	0.3%	28%	-8%	0.3%	14%	0.9%	-31%	5.4%
CCC(C)(C)n1nnnc1C(c1cc2cc(C)cc(C)c2[nH]c1=O)N1CCCC1 (stereo unspecified)	1%	0.9%	-10%	-5%	0.1%	1%	11%	-25%	2.5%
CCOC(=O)c1cccc(P(=O)(C(C)(C)C)C(C)(C)C)c1	3%	0.0%	-29%	0%	-0.3%	-7%	-0.4%	-15%	-2.7%
CN(/N=C/c1ccc2c(c1)OCO2)c1ccccc1	-10%	-0.6%	-63%	-8%	-0.3%	-7%	-3.1%	-3%	0.7%
Cc1ccc(/C=C2\CCC(C3CCCC3)C2=O)cc1 (stereo unspecified)	8%	0.2%	-7%	2%	-0.1%	-3%	2.1%	-36%	1.2%
CCC1=C(OC(=O)N(CC)CC)N2C(=O)OC(=NCCc3c[nH]c4ccccc34)[C@]2(C)[C@H]2C1=CC[C@H]1C(=O)NC(=O)[C@H]12	-20%	-0.6%	2%	-7%	-0.1%	3%	0.1%	-8%	4.5%
CO/C([O-])=N/c1c[n+](-c2ccc(C)cc2)no1	6%	0.1%	7%	-1%	0.2%	6%	-2.6%	-42%	-4.6%
Cc1ccc(Nc2c(-c3ccc(N4CCOCC4)cc3)nc3cnccn23)cc1	14%	0.2%	24%	-2%	0.3%	-2%	-2.3%	-4%	-1.8%
CCOC(=O)C1CCCN(C/C=C/c2ccccc2[N+](=O)[O-])C1 (stereo unspecified)	15%	0.6%	2%	-2%	-0.1%	10%	0.3%	-8%	-0.8%
CC(C)(C)S(=O)(=O)c1cnc2c(-c3ccc(F)cc3)cnn2c1N	9%	-0.5%	-15%	-4%	0.5%	2%	-3.5%	/	-3.3%
Cn1c(=O)c2c(SCC(=O)N3CCCC3)nc(CC(C)(C)C)nc2n(C)c1=O	4%	-0.6%	-24%	-1%	-0.2%	-5%	-1.2%	-25%	3.0%
COc1nccnc1NS(=O)(=O)c1ccc(NC(=O)c2cccc(C)c2)cc1	2%	-0.4%	-43%[20 µM]	/	0.1%	-12%	0.3%	-15%	-2.7%
CN1CCc2nc3ccccc3c(C(=O)OCC(=O)N(CCC#N)c3ccccc3)c2C1	4%	-0.3%	-8%	3%	-0.2%	33%	2.8%	-46%	2.8%
COCC(=O)Nc1ccc(S(=O)(=O)Nc2cc(C)nc(C)n2)cc1	-6%	-0.1%	3%	2%	-0.1%	14%	0.6%	0%	-2.6%
O=C(NC1CCCCCC1)c1cc(=O)[nH]c2ccc(S(=O)(=O)N3CCOCC3)cc12	3%	0.4%	6%	13%	-0.2%	-6%	-0.1%	-13%	-2.6%
Cc1cc(=O)n2nc(N3CCC(C(=O)NCCc4ccc(Cl)cc4)CC3)sc2n1	7%	-0.3%	6%	-9%	-0.1%	-1%	-0.9%	-18%	-5.8%
Cc1c2cnn(CC(=O)NCCCN3CCCCC3C)c(=O)c2c(C)n1Cc1ccccc1 (stereo unspecified)	9%	0.2%	6%[20 µM]	-8%	-0.1%	-10%	6.7%	9%	-4.6%
Fc1ccc(-c2nnc(SCc3cccnc3)o2)cc1	12%	0.3%	-35%	/	0.3%	-3%	-1.3%	-52%	-2.9%
Cc1ccccc1NS(=O)(=O)c1ccc(OCC(=O)NCc2ccccn2)cc1	11%	-0.4%	1%	-7%	-0.2%	-11%	1.0%	-15%	0.9%
O=C(NCC1CCCO1)c1cc2ccccc2nc1Cl (stereo unspecified)	9%	-0.4%	13%	-13%	-0.5%	4%	0.8%	-20%	-4.1%
Cc1n[nH]c(=O)n1-c1ccc(OC(F)(F)F)cc1	1%	0.9%	-72%	-4%	1.8%	0%	0.8%	-56%	4.4%
CCC(=O)N1CCc2cc(S(=O)(=O)CCC(=O)Nc3ccc(C)c(F)c3)ccc21	-6%	0.1%	32%	1%	0.6%	-4%	0.6%	-17%	-0.7%
CCN1CCN(C(=O)NC2CCCCC2)CC1	3%	0.5%	-26%	-7%	0.3%	6%	8.7%	-27%	-3.7%	Dengue-2 NS5 capping pilot replicate=-3.0
Cc1ccc(-n2nnc3c(=O)n(CC(=O)N4CCC(C)CC4)cnc32)cc1	14%	-0.7%	-14%	2%	-0.2%	14%	-1.3%	-6%	0.5%
O=C(OCCCN1CCCC1)C1(c2ccccc2)CCCC1	14%	-0.8%	-13%	3%	-0.1%	-1%	1.6%	-20%	-2.7%

Compound activity from PubChem.
